SIAE primary: inhibitors of human sialic acid acetylesterase SIAE; Q9HAT2; SIAE FP-Rh probe binding, fluorescence polarization; inhibition, % at 9.66 µM; 0.69% of 370,000 active;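 active = inhibition above a cutoff: mean of compounds within the control limits plus 3 SD of those, cut at about 17% in these data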;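 note: 0% = plate median of compound wells and 100% = probe without SIAE protein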
TCR-CD3 inh: inhibitors of human TCR-CD3 interaction; 0.37% of 360,000 active; TAMRA-labeled TCR probe fluorescence, biochemical; inhibition, % at 9.4 µM; in the data active = inhibition above about 19%;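 note: recombinant mutant TCR 2C K166C tagged with TAMRA read by polarization; 0% = receptor in buffer alone and 100% = receptor with positive control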
rCAG RNA binder: binds r(CAG) RNA repeats | r(CAG) RNA repeat, TO-PRO-1 dye displacement fluorescence | inhibition, % at 3 µM | 1.3% of 370,000 active;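 active = inhibition above the plate cutoff, the mean of all test compounds on that plate plus 3 SD, cut at about 35% in these data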;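 note: 0% = DMSO alone and 100% = 100 µM mitoxantrone as full dye displacement; higher means more dye released from RNA so lower well fluorescence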
PRMT1 inh: inhibitors of human PRMT1. Q99873. recombinant PRMT1, activity-based probe fluorescence polarization. inhibition, % at 2.79 µM. 1.3% of 370,000 active;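 active = inhibition above about 21% made by adding two undisclosed values, limit read from the data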
MBD2 inh: inhibitors of human MBD2 binding to methylated oligonucleotide; TR-FRET; Q9UBB5; 0.31% of 370,000 active; inhibition, % at 4.4 µM; in the data active = inhibition above about 13%
GC-A act: GC-A (human) enzyme activation; activation, % at 10 µM; P16066; 0.14% of 370,000 active; HEK293 GC-A cells, cGMP TR-FRET, EC30 ANP; 0% at EC30 ANP, 100% saturating ANP; in the data active = activation above about 40%
HTRA1 inh: HTRA1 (human) protease inhibition; AID 504803; recombinant HTRA1, FP-rhodamine activity-based probe, fluorescence polarization; Q92743; inhibition, % at 5.96 µM; 0.5% of 340,000 active; in the data active = inhibition above about 36%;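 note: 0% = enzyme with DMSO and 100% = wells lacking enzyme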
UHRF1 MBD2 ctr: blocks human UHRF1 binding to methylated DNA; 0.75% of 370,000 active; AID 687016; inhibition, % at 4.4 µM; Q96T88; UHRF1 binding to methylated oligo, TR-FRET; in the data active = inhibition above about 21%;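 note: UHRF1 SRA domain binding a hemimethylated CpG hairpin DNA probe; 0% = median of test compound wells and 100% = reference inhibitor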
Target sequence (Q96T88 whole entry, looked up, the tested form may be a part): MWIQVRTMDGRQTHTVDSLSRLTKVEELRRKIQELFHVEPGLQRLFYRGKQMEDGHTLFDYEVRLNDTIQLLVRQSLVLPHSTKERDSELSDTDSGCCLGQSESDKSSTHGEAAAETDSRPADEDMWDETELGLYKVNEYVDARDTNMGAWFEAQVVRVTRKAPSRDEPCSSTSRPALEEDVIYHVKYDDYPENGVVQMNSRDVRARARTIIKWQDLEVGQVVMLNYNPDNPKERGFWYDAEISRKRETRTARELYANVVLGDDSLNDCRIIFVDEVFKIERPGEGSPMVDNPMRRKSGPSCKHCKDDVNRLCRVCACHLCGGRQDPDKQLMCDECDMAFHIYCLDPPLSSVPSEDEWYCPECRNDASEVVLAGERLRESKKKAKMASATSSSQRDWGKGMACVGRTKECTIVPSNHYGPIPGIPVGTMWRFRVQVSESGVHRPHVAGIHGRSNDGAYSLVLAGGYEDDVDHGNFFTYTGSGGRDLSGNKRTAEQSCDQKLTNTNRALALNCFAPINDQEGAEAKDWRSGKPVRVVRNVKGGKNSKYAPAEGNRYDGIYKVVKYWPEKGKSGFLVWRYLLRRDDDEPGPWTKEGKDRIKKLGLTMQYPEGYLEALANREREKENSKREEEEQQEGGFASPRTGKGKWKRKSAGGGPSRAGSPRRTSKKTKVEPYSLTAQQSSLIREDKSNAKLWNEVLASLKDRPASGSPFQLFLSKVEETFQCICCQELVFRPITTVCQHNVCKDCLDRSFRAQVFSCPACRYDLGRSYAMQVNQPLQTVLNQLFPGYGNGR
GC-B act: GC-B (human) receptor activation; P20594; HEK293-GC-B cells, CNP EC30, cGMP TR-FRET; 0% at EC30 CNP, 100% saturating CNP; activation, % at 10 µM; 0.11% of 370,000 active; AID 1920062;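 active = activation at 10 µM reaching about 35% in either raw or pattern-adjusted values, limit read from the data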
ABHD4 inh: inhibitors of mouse ABHD4; AID 720543; inhibition, % at 8.92 µM; purified mABHD4, FP-Rh probe fluorescence polarization; 0.54% of 370,000 active;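 active = inhibition exceeding the mean over every tested compound plus 3 SD, cut at about 30% in these data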;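 note: 0% = plate median of compound wells and 100% = S159A mutant with DMSO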
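System: mouse ABHD4 enzyme, wild type / Medium: HEPES pH 7.0, NaCl, Pluronic buffer / Reagent: FP-Rh activity-based fluorescent probe / Control set: S159A mutant high control, sample median low control / Detection: fluorescence polarization with parallel and perpendicular emission, 525/598 nm / Schedule: 45 min + 60 min at 25 °C / Compound dosing: 8.92 µM, single dose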
The depositor's hits bear a star; x = not tested or not shown. An excerpt. The share of hits here may be higher or lower than overall.

SMILES	SIAE primary	TCR-CD3 inh	rCAG RNA binder	PRMT1 inh	MBD2 inh	GC-A act	HTRA1 inh	UHRF1 MBD2 ctr	GC-B act	ABHD4 inh
COc1ccc(/C=N/NC(=O)c2cccc(Br)c2)cc1COc1ccccn1	-1.1	0.8	0.2	-0.5	0.5	1.4	1.5	-1.1	-0.7	-0.9
CC(=O)c1cccc(NC(=O)c2ccc(N(C)S(=O)(=O)c3ccc(C)cc3)cc2)c1	-28.7	2.9	-2.8	-0.5	1.5	0.0	-33.4	-1.5	-4.7	-27.7
CCCCCN1CN(S(=O)(=O)c2cccs2)c2nc3ccccc3nc21	3.0	0.7	1.4	3.7	-4.3	4.0	-0.2	0.2	-3.3	3.2
N#CCCn1cc(C(N)=O)c(-c2ccc3ccccc3c2)n1	2.4	-7.5	-2.6	2.8	-0.4	-3.1	5.1	1.9	1.6	6.1
C[C@H](CO)N1C[C@H](C)[C@H](CN(C)C(=O)NC2CCCCC2)Oc2ncc(Br)cc2C1=O	-4.4	2.9	0.0	0.0	0.7	0.8	5.5	0.5	-5.4	-6.5
O=C(CSCc1ccc(F)cc1)N1CCN(c2ccc(F)cc2)CC1	2.5	6.9	-5.0	-2.0	-6.1	-4.7	-3.8	-0.5	-1.3	-12.8
O=S(=O)(NCc1c(Cl)cccc1Oc1ccccc1)c1ccccc1	-1.8	0.0	-4.0	4.2	6.0	-2.6	-33.7	1.4	-3.0	-8.7
NS(=O)(=O)c1cc(C(=O)N=Nc2c(O)[nH]c3ccccc23)ccc1Cl	-19.7	4.5	18.9	-0.3	-4.1	2.2	1.0	-8.8	-6.2	-5.2
COc1cc(-c2nc(CN(C)Cc3nnc(C)o3)c(C)o2)ccc1F	-0.2	3.8	-4.0	-4.1	-1.6	-1.0	4.3	-0.8	-6.1	-5.4
COc1ccc(Cc2nc3ccc(S(N)(=O)=O)cc3[nH]2)cc1OC	1.3	0.1	1.9	0.2	-0.8	8.2	x	0.6	-0.2	0.3
CCOC(=O)Cc1nn(Cc2nc(-c3ccc(C#N)cc3)cs2)c(=O)c2ccccc12	-8.2	-8.0	-0.6	5.5	1.9	6.2	-5.0	6.2	8.5	-14.5
C[N+](C)(C)CCN1C(=O)c2ccccc2C1=O	-2.0	6.7	0.8	-2.6	-6.6	2.1	x	-0.5	1.4	4.1
N#Cc1ccc(C(=O)Nc2nnc(-c3ccco3)o2)cc1	0.1	7.7	2.5	-3.9	0.2	-1.2	8.3	-2.4	-1.4	-3.2
Cc1csc(=O)n1CCC(=O)OCC(=O)Nc1ccc(Cl)cn1	-1.4	11.6	-0.6	1.6	-4.0	0.9	1.3	2.6	1.9	6.0
Cc1cc(NS(=O)(=O)c2ccc(NC(=O)COc3cc(C)c(Cl)c(C)c3)cc2)no1	-6.5	-9.9	9.6	3.1	3.6	5.4	-3.2	6.0	1.1	-4.5
O=C(CSc1ccc2nnc(CCNS(=O)(=O)c3ccccc3)n2n1)Nc1nc2ccccc2s1	5.2	4.1	13.0	-1.1	-1.4	0.7	-3.3	2.0	-3.5	-10.8
CNC(=O)c1c(C)nn(-c2ccc(F)c(Cl)c2)c1-c1cc(C)on1	-1.1	-5.5	-8.4	4.8	4.0	1.8	x	22.2*	4.0	0.5
O=C(Cc1cccc2ccccc12)Nc1ccc(O)cc1C(=O)O	7.4	-1.1	8.4	0.4	0.3	2.3	0.4	0.6	2.2	0.3
COc1ccc(Cc2nnc(NC(=O)c3ccccc3F)s2)cc1OC	-4.8	3.7	-3.8	0.0	2.2	2.5	1.0	0.8	3.4	2.4
Cc1ccc(NC(=O)NC2CC(=O)N(c3ccc4c(c3)OCCO4)C2)cc1 (stereo not given)	-5.6	0.1	-0.7	4.0	2.6	0.5	-3.4	-0.3	-1.1	3.2
COc1cc(C(=O)OCc2cc(=O)c(O)co2)ccc1OC(F)F	-6.4	-0.7	1.6	-2.8	1.5	3.1	0.2	2.5	1.2	-2.0
COc1ccc(-c2oc3c4c2C(=O)OCCOC4CCC3)cc1 (stereo not given)	-6.4	-0.7	2.1	-0.9	0.6	2.4	x	3.2	-2.9	-6.4
CCN(c1nc(N)c(C(=O)N=C(N)N)nc1Cl)C(C)C	-0.4	4.9	14.2	-3.1	-6.6	-0.1	-0.4	-3.7	5.5	3.1
COc1ccc(CN2CCNC(=O)C2CC(=O)N(C)Cc2nccn2C)cc1OC (stereo not given)	0.7	-6.5	1.2	7.1	4.7	-1.8	-0.8	2.8	3.3	-2.5
CCOC(=O)C1CCN(CCC(=O)Nc2ccc(Br)c(C)c2)CC1	3.4	1.4	-7.4	-1.6	-4.4	-3.1	3.7	5.8	-3.4	0.1

Entries listed so far marked active in UHRF1 MBD2 ctr.
Molecule	SIAE primary	TCR-CD3 inh	PRMT1 inh	MBD2 inh	GC-A act	HTRA1 inh	UHRF1 MBD2 ctr	GC-B act	ABHD4 inh
CNC(=O)c1c(C)nn(-c2ccc(F)c(Cl)c2)c1-c1cc(C)on1	-1.1	-5.5	4.8	4.0	1.8	x	22.2*	4.0	0.5

More records
SMILES	SIAE primary	TCR-CD3 inh	rCAG RNA binder	PRMT1 inh	MBD2 inh	GC-A act	HTRA1 inh	UHRF1 MBD2 ctr	GC-B act	ABHD4 inh
CC(=O)NC1CCN(C(=O)N2CCCC2)CC1	0.9	1.3	4.6	-1.7	4.5	-0.8	7.5	-1.7	-1.7	5.2
Cc1onc(-c2ccccc2)c1C(=O)Nc1ccc(S(=O)(=O)N2CCOCC2)cc1	-6.6	-1.2	3.7	-2.5	-1.7	1.3	-4.1	2.4	-5.0	-9.0
CC(NS(=O)(=O)c1ccccc1)C(=O)Nc1nccs1 (stereo not given)	-6.2	-7.3	6.3	5.8	-0.2	4.8	4.6	-0.7	2.9	4.1
CCOc1cc(/C=C2\N=C(SCC)SC2=O)cc([N+](=O)[O-])c1OC(C)=O	-2.2	-2.7	28.4	6.5	-1.2	3.8	22.2	-0.2	-6.3	42.3*
Cc1cc(=O)n2nc(N3CCCC(C(=O)NCc4cccc(Cl)c4)C3)sc2n1 (stereo not given)	3.8	2.4	-3.9	-1.8	8.8	-3.2	-1.6	1.4	-4.3	8.0
Cc1ccc(NC2CCCN(C(=O)c3cccc4nccnc34)C2)cc1C (stereo not given)	4.3	7.2	-4.9	-2.1	-1.6	-3.6	-2.6	-3.2	8.0	2.3
CCOc1ccc(N2C(=O)CC(NCCc3ccncc3)C2=O)cc1 (stereo not given)	-2.3	-2.5	1.1	58.4*	5.0	-1.7	7.0	0.0	-0.8	-0.4
CC(=O)c1ccc(NC(=O)CN2CCCCCC2)cc1	10.8	1.1	-0.5	2.5	-3.8	-0.1	5.9	-1.0	-4.9	-1.0
CC(=O)Nc1ccc(NC(=O)c2cc(-c3ccc(C)cc3O)n[nH]2)cc1	-7.7	-4.5	9.0	0.8	0.2	-2.3	3.6	-2.1	3.5	-7.7
Cc1ccccc1OCCC(=O)NNC(=O)COc1cccc(F)c1	-3.9	1.1	1.2	-5.3	1.3	-0.9	-4.6	1.7	5.8	-3.5
COc1ccccc1CNC(=O)CCC1N=C2c3ccccc3N=C(SCC(=O)NCC3CCCO3)N2C1=O (stereo not given)	-2.1	-3.5	1.5	-0.5	-3.3	1.4	6.7	1.9	0.1	-6.9
O=C(Nc1ccc(Br)cn1)c1coc(=O)c(Br)c1	2.1	-2.8	-3.5	-2.8	0.7	-1.1	12.2	5.1	-4.4	3.9
N#Cc1ccc(C(=O)NC2CCCCCCC2)cc1	3.6	-1.9	0.5	4.0	-0.6	5.8	-7.0	1.7	3.6	1.0
COc1cc2cc(C(=O)Nc3ccccc3)c(N)nc2cc1OC	-1.8	-0.4	18.1	6.5	-0.1	2.5	-32.1	3.8	-3.2	1.3
N#Cc1cnn(Cc2ccccc2)c1N	-1.0	5.9	-0.9	2.3	-2.0	2.1	0.2	-4.6	0.8	0.2
CCOC(=O)c1ccccc1N=Cc1c(O)c2ccccc2oc1=O	-6.5	2.6	14.6	-2.8	5.3	0.9	-12.1	0.1	1.4	-13.6
CCOC(=O)C1CCN(C(=O)/C(C)=C\c2ccccc2)CC1	-0.2	-5.0	-4.3	2.0	1.5	-3.1	6.6	6.1	0.1	0.9
O=C(O)C1CCCCC1C(=O)Nc1ccccc1Nc1ccccc1 (stereo not given)	-8.2	-1.8	3.1	-1.3	-7.0	-3.7	-16.3	-0.4	-6.0	-2.7
COc1cccc(C(=O)N2CCN(Cc3ccc4c(c3)OCO4)CC2)c1OC	4.1	-4.3	-8.0	-5.2	3.2	0.1	3.4	-2.3	4.6	12.1
CN(CC(=O)N1CCCC1)S(=O)(=O)c1cc(Cl)ccc1Cl	-3.3	-1.7	-2.0	10.0	-3.2	2.1	0.0	1.9	1.7	6.3
Brc1ccccc1C1Cc2nnccc2CN1 (stereo not given)	-0.7	3.8	3.2	-0.4	-10.0	-2.8	x	-2.2	2.8	1.5
CC(=O)Nc1ccc(S(=O)(=O)NNC(=O)CCC(=O)Nc2cc(C)ccc2C)cc1	8.6	9.1	-1.5	1.7	0.2	3.8	4.1	-0.9	1.8	-2.2
CC(C)(C)c1ccc(C(=O)NNc2cc(N3CCOCC3)nc(N3CCOCC3)n2)cc1	-3.2	5.3	-0.2	-3.3	-0.8	1.2	10.5	2.3	-3.6	1.5
O=C(Oc1nsnc1N1CCOCC1)N1CCCCC1	0.5	0.8	-1.6	-5.2	-3.4	1.5	1.8	7.5	6.2	0.1
COc1cc(CNn2c(C)n[nH]c2=S)cc(Cl)c1OCc1ccccc1	0.5	-0.1	8.5	24.4*	-0.4	-0.8	-8.7	0.6	-4.3	-7.6

Structures above that contain a furan ring, fused or not, in the order listed:
SMILES	SIAE primary	TCR-CD3 inh	rCAG RNA binder	PRMT1 inh	MBD2 inh	GC-A act	HTRA1 inh	UHRF1 MBD2 ctr	GC-B act	ABHD4 inh
N#Cc1ccc(C(=O)Nc2nnc(-c3ccco3)o2)cc1	0.1	7.7	2.5	-3.9	0.2	-1.2	8.3	-2.4	-1.4	-3.2
COc1ccc(-c2oc3c4c2C(=O)OCCOC4CCC3)cc1 (stereo not given)	-6.4	-0.7	2.1	-0.9	0.6	2.4	x	3.2	-2.9	-6.4

(list continues)
SMILES	SIAE primary	TCR-CD3 inh	rCAG RNA binder	PRMT1 inh	MBD2 inh	GC-A act	HTRA1 inh	UHRF1 MBD2 ctr	GC-B act	ABHD4 inh
CCOC(=O)C1=NN(c2ccccc2C)C2=NC(C)=C(C(=O)OC)C(c3cccs3)N12 (stereo not given)	-0.7	7.3	2.2	1.1	-3.8	-7.5	-0.5	0.5	-3.0	3.3
COc1ccc(S(=O)(=O)N2CCC(C(=O)N[C@H](C(=O)NCc3ccco3)C(C)C)CC2)cc1	-7.7	4.7	-1.4	1.5	0.9	-0.5	-2.5	-1.9	0.1	1.3
CN1CCC(CNC(=O)Nc2csc3ccccc23)CC1	1.5	-7.5	1.8	42.4*	-0.2	0.3	x	3.0	7.1	2.6
c1ccc2c(c1)Oc1cccc3cccc-2c13	-1.2	3.5	0.0	1.1	5.8	-2.8	-5.0	2.0	-4.9	5.4
COc1ccc(C(=O)NC2CCN(Cc3ccccc3)C2)cc1S(=O)(=O)N1CCOCC1 (stereo not given)	-1.0	11.5	2.2	-3.5	-1.1	-2.1	5.0	-0.1	-0.2	-2.6
CC(=O)c1cc(C(=O)Nc2ccccc2C(=O)O)oc1C	-3.3	2.5	7.7	2.8	6.7	-0.3	12.5	16.6	-2.3	2.0
O=C(NCCS(=O)(=O)N1CCN(c2ccccc2)CC1)C12CC3CC(CC(C3)C1)C2	-1.2	2.2	-0.8	0.4	-4.0	-3.3	-8.4	-1.4	2.1	-2.0

Screening data (PubChem)
